# Screening data as filed in PubChem BioAssay.
# EPAC2 ag: agonists of human EPAC2 (RAPGEF4); Q8WZA2; EPAC2 activation, biochemical qHTS; response scale: 100% = 6.5 mM cAMP response; Potency, µM (titrated, usually from 154 µM), inactives show at the highest dose activation, usual class: activators; hit rate 0.079% among 360,000; further: nearly all actives have a fitted effect of over 50% in size
#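 Nucleotide exchange monitored as fluorescence drop when BODIPY-GDP leaves Rap1B. Reaction: 100 nM EPAC2, 250 nM RAP1B-BODIPY-GDP, 50 uM GDP, room temperature, kinetic read over 30 min. Activity expressed relative to 6.5 mM cAMP.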
# EPAC1 antag: EPAC1 (human) antagonism | O95398 | EPAC1 GEF assay, Rap1b-BODIPY-GDP exchange fluorescence | Potency, µM (highest dose often 115 µM), for the others: at the highest dose activity change, negative = inhibition, actives largely listed as inhibitors | hit rate 0.14% among 360,000 | AID 720709;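 further: plate controls were vehicle for no effect and positive control for full effect; nearly all actives have a fitted effect of over 50% in size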
# Target sequence (O95398 whole entry, looked up): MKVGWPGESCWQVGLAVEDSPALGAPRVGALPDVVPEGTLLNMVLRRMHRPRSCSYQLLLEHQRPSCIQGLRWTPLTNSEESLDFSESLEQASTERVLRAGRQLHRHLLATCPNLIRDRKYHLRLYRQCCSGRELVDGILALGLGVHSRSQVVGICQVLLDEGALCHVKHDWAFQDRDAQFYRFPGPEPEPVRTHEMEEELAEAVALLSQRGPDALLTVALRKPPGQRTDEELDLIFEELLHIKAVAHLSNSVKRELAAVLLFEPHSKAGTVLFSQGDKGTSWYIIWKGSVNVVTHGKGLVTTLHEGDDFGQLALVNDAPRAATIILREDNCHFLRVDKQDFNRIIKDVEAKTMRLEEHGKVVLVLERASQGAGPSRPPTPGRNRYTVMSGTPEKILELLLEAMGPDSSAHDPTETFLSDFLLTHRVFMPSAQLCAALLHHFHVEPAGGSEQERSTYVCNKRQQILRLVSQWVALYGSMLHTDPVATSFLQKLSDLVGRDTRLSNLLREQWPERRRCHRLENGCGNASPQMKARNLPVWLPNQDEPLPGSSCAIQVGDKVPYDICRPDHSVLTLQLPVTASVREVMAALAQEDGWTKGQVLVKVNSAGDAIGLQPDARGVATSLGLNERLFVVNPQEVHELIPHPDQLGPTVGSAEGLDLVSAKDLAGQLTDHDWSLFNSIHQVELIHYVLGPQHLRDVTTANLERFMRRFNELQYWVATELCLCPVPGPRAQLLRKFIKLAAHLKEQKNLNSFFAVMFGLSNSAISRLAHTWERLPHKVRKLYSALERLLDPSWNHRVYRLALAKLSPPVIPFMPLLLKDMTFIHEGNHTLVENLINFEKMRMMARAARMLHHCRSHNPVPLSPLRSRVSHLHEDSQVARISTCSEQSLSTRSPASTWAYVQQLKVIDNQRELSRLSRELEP
# PTHR1 ag: agonists of human PTHR1 parathyroid hormone receptor; Q03431; HEK293 GP2 PTHR1 cells, GloSensor cAMP luminescence, 1 h; Potency, µM (top dose mostly 115 µM), without a hit: top-dose activation, hits mostly activators; hit rate 0.075% among 410,000; further: nearly all actives have a fitted effect of over 55% in size; some results filed as inactive show a strong effect at the top dose; inactives centre near -15; many of its hits are not listed in these tables
#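 HEK-293-derived GP2 cells expressing PTHR1 and a GloSensor cAMP reporter, 3,000/well, plated overnight, given luciferin plus IBMX (each 0.5 mM as added) for 1 h at 37 °C, then compound for 1 h at 37 °C. Luminescence was read after 15 min at room temperature.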
# TDP43 rescue: TDP-43 toxicity inhibition in yeast | Potency, µM (series often up to 46.1 µM), inactives show at the highest dose growth rescue (activation), most hits filed as activators | TDP-43 expressing yeast growth rescue, BacTiter-Glo, 24 h | hit rate 1.8% among 410,000; further: % of control where 0% means no effect; nearly all actives have a fitted effect of over 50% in size
#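 Luminescence from BacTiter-Glo reports growth of TDP-43-expressing yeast after 24 hr at 30 deg C with compound. Cells were raffinose-pregrown to mid-log, then seeded in galactose medium at OD600=0.02.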
# EPAC1 ag: activates human EPAC1 exchange factor | O95398 | EPAC1 agonist qHTS, biochemical assay; response scale: 100% = response to 6.5 mM cAMP | Potency, µM (titrated, usually from 154 µM), for inactives: at the highest dose activation, usual class: activators | hit rate 0.073% among 360,000 | AID 720707; further: nearly all actives have a fitted effect of over 60% in size
#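 Nucleotide exchange assay: 100 nM EPAC1 with 250 nM Rap1B loaded with BODIPY-GDP and 50 uM GDP, room temperature. Fluorescence (480/540 nm) read every 5 min for 30 min; signal change normalized to 6.5 mM cAMP as full agonist.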
# FUS suppressor: rescues growth of FUS-expressing yeast. S. cerevisiae FUS-expressing, growth rescue, OD600, 24 h. Potency, µM (series often up to 76.6 µM), for inactives: top-dose growth rescue (activation), most hits filed as activators. hit rate 0.24% among 390,000. AID 1347120;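 further: plate controls were DMSO vehicle for no effect and reference control for full effect; nearly all actives have a fitted effect of over 55% in size; some results filed as inactive show a strong effect at the top dose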
#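 Galactose (2%) drives FUS expression in yeast precultured in raffinose; seeding density OD 0.005. Test compounds incubated 24hr at 30C and 99% humidity before absorbance at 600 nm was measured.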
# EPAC2 antagonist: EPAC2 (human) antagonism. hit rate 0.18% among 360,000. Q8WZA2. EPAC2 GEF exchange of Rap1B-BODIPY-GDP, fluorescence. Potency, µM (highest dose often 114 µM), inactives show at the highest dose activity, negative = inhibition, usual class: inhibitors. AID 720708; further: on the % scale 0 is the no-effect control and ±100 the full control effect; nearly all actives have a fitted effect of over 45% in size; many of its hits are not listed in these tables
# aSyn yeast inh: inhibitors of alpha-synuclein toxicity in yeast; Yeast expressing alpha-synuclein, growth rescue, BacTiter-Glo, 24 h; Potency, µM (top dose mostly 46.1 µM), inactives show at the top dose growth rescue (activation), most hits filed as activators; hit rate 0.14% among 370,000; further: % of control where 0% means no effect; nearly all actives have a fitted effect of over 65% in size
#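 Readout is rescue of growth in alpha-synuclein-expressing yeast, so inhibitors of toxicity appear as activators. Growth after 24 hr at 30 deg C in galactose medium is quantified by luminescence.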
# The depositor's hits bear a star; i = inactive; ? = inconclusive; . = no result given; [ ] = another dose, or the depositor's remark. The call rests on the fitted dose curve; in most records, active means well fitted curve in the direction sought with a large enough effect; inconclusive means small, poorly fitted or top-dose-only effect, or another doubt; inactive means no such curve, though single readings can be large; an effect the other way counts as inactive or inconclusive. Potency means the concentration at half of the fitted maximal effect. An excerpt (hit frequency here may not be typical).
SMILES,EPAC2 ag,EPAC1 antag,PTHR1 ag,TDP43 rescue,EPAC1 ag,FUS suppressor,EPAC2 antagonist,aSyn yeast inh
Cc1cc(=O)[nH]c2sc(C(=O)N3c4ccccc4CC3C)c(N)c12 (centres undefined),-2%,-5%,i,7%,4%,-1%,-1%,1%
O=[N+]([O-])c1cc([N+](=O)[O-])c2n[nH]c(-c3ccccc3)c2c1,11%,-11%,-8%,-15%,-9%,4%,8%,3%
Cc1ccc(C(=O)Cn2nc(C)c([N+](=O)[O-])c2C)c(C)c1,6%,9%,-11%,20%,-6%,1%,4%,2%
N#Cc1ccccc1S(=O)(=O)N1CCN(CC(O)CN2CCOCC2)CC1 (centres undefined),3%,-1%,i,10%,0%,-6%,6%,5%
CC(=O)Nc1nc(C=C(Cl)Cl)cs1,9%,-2%,-15%[57.5 µM],-7%,3%,22%,2%,-13%
O=C(NNC(=O)c1cc(Cl)ccc1O)c1cccc(S(=O)(=O)N2CCOCC2)c1,-8%,-14%,-4%,-5%,-1%,17%,-6%,6%
O=C(Cc1ccsc1)NNC(=O)c1ccc(F)cc1,4%,-5%,i,7%,-7%,-3%,4%,0%
c1ccc(C2=NNC(=NCc3ccc4c(c3)OCO4)SC2)cc1,-1%,-12%,-22%,26%,-12%,.,0%,-5%
COCCNC(=O)C(=O)Nc1cc2c3c(c1)C(C)C(=O)N3CCC2 (centres undefined),1%,-26%,i,11%,5%,-2%,9%,1%
COc1ccc(-c2c(C(C)=O)c(C)nc3sc4c(=O)n(-c5ccc(C)cc5)nnc4c23)cc1,1%,-28%,-18%,-6%,-1%,.,-4%,-11%
S=c1[nH]nc(COc2cccc(Cl)c2)n1Cc1ccccc1,0%,-10%,-5%,-12%[0.397 µM],1%,5%,-12%,13%
CN1CCN(c2ccc(C(=O)c3ccccc3)cc2[N+](=O)[O-])CC1,-3%,-8%,i,22%,6%,-8%,1%,4%
CCCn1nnnc1NCc1ccc(N(CC)CC)cc1,5%,1%,i,-31%[inhibitor],9%,-18%,7%,7%
CCOC(=O)c1ccc(NS(=O)(=O)c2cc(C)ccc2OC)cc1,-3%,-2%,-27%,?,0%,-1%,2%,18%
COc1cc(C)c(S(=O)(=O)NCc2cccnc2)cc1C,2%,-8%,i,10%,6%,-21%,4%,4%
CC1CN(Cc2ccccc2)C(C)CC1O (centres undefined),4%,-10%,i,.,4%,34%,-1%,0%
Cn1cccc1/C=N/NC(=O)Cc1cccc2ccccc12,2%,-23%,-30%[inhibitor],-15%,-4%,19%,-10%,1%
CCCOC(=O)C1=C(C)NC2=C(C(=O)CCC2)C1c1cccc(OC)c1OC (centres undefined),10%,-9%,i,-19%,2%,27%,0%,3%
COC(=O)Cn1c2ccccc2c2nc(=O)cc(C)n21,5%,-9%,i,9%,2%,-8%,-9%,0%
O=C(CCS(=O)(=O)c1nc(-c2cccs2)cc(C(F)(F)F)n1)Nc1cc(Br)ccc1O,.,.,-23%,18µM*,.,36%,.,?

# A draw from above in order of formula weight, low to high.
SMILES,EPAC2 ag,EPAC1 antag,PTHR1 ag,TDP43 rescue,EPAC1 ag,FUS suppressor,EPAC2 antagonist,aSyn yeast inh
COC(=O)Cn1c2ccccc2c2nc(=O)cc(C)n21,5%,-9%,i,9%,2%,-8%,-9%,0%
COc1cc(C)c(S(=O)(=O)NCc2cccnc2)cc1C,2%,-8%,i,10%,6%,-21%,4%,4%
Cc1cc(=O)[nH]c2sc(C(=O)N3c4ccccc4CC3C)c(N)c12 (centres undefined),-2%,-5%,i,7%,4%,-1%,-1%,1%

# The main list resumes, repeating the 2 entries before the break.
SMILES,EPAC2 ag,EPAC1 antag,PTHR1 ag,TDP43 rescue,EPAC1 ag,FUS suppressor,EPAC2 antagonist,aSyn yeast inh
COC(=O)Cn1c2ccccc2c2nc(=O)cc(C)n21,5%,-9%,i,9%,2%,-8%,-9%,0%
O=C(CCS(=O)(=O)c1nc(-c2cccs2)cc(C(F)(F)F)n1)Nc1cc(Br)ccc1O,.,.,-23%,18µM*,.,36%,.,?
c1ccc(CSCc2cn3ccccc3n2)cc1,3%,6%,-26%,24%,13%,-2%,-6%,0%
CN(C(=O)c1ccncc1)c1nnc(-c2cnccn2)s1,3%,3%,i,-7%,-8%,26%,10%,-7%
CC(C)(C)OC(=O)NC(CCCCNC=O)C(=O)O (centres undefined),-4%,-19%,10%[57.5 µM],7%,6%,10%,2%,1%
Nc1nc(N2CCN(C(c3ccccc3)c3ccccc3)CC2)n[nH]1,12%,-10%,-19%,-13%,-8%,54%,3%,7%
Cc1ccc(C(=O)CSc2nc(-c3ccccc3)nc3c2CCCC3)cc1C,.,.,-2%,16%,.,10%,.,2%
Cc1cc(C(=O)NC2CC(C)(C)Cc3c2cnn3-c2cccc(F)c2)n(C)n1 (centres undefined),5%,11%,-10%,14%,-4%,.,-2%,1%
COc1cc(C2C(C(=O)c3ccc(C)o3)=C(O)C(=O)N2CCCn2ccnc2)cc(OC)c1OC (centres undefined),7%,-1%,-20%,8%,-4%,11%,0%,-4%
COc1ccc(C(=O)COc2ccccc2N2C(=O)C3C4C=CC(C4)C3C2=O)cc1 (centres undefined),-6%,7%,i,-14%,10%,8%,0%,-7%
CC(C)Nc1nnc(SC(C)C(=O)N(C)C2CCCCC2)s1 (centres undefined),2%,-7%,-1%,-21%,5%,20%,0%,-8%
CCOC(=O)C1CCN(C(=O)CCCn2c(=O)c3cccn3c3cccnc32)CC1,-1%,-27%,i,1%,6%,7%,1%,3%
COC(=O)c1ccc(C(=O)OCCCc2nc3ccc(N)cc3[nH]2)cc1,13%,-2%,i,-2%,8%,13%,-1%,1%
O=[N+]([O-])c1cc(NS(=O)(=O)c2ccc(Cl)nc2)ccc1Cl,6%,8%,-35%[inhibitor],0%,-1%,-17%,-7%,-12%
CCOC(=O)C1CCCN(C(=O)c2ccc3c(=O)n(Cc4ccccc4OC)c(=S)[nH]c3c2)C1 (centres undefined),-1%,8%,-35%[inhibitor],25%,0%,?,-6%,?
CCN(CC)S(=O)(=O)c1ccc2c(c1)c(C(=O)O)cn2C,-9%,5%,i,-11%,1%,-6%,0%,-1%
Cc1ccoc1C(=O)Nc1cccc(Oc2ccccc2)c1,19%,-19%,-10%,-70%[inhibitor],14%,-4%,-23%,-41%[inhibitor]
Cc1cc(NC(=O)CC(F)(F)F)n(-c2ccccc2)n1,-1%,13%,i,-19%[0.397 µM],-7%,3%,2%,-3%
COc1ccc(C2NC(=O)c3sc(=S)n(-c4ccccc4)c3N2)cc1 (centres undefined),-5%,-14%,i,10%,-4%,10%,-2%,-10%
CCOc1ccc(C(=O)NCC(=O)N2CCC3CCCCC3C2)cc1OCC (centres undefined),1%,-7%,-42%[inhibitor],0%,0%,9%,2%,-3%
CCC(=C(c1ccc(OC)cc1)c1ccc(OC)cc1)c1cn(CC(O)CN2CCN(C)CC2)c2ccccc12 (centres undefined),-6%,1%,i,7%,5%,?,?,-1%
CC(C)CCNC(=O)c1onc(CSc2ccccn2)c1C(=O)NCCC(C)C,-8%,?,i,0%,-29%,36%,-12%,4%
Cc1nn(CC(=O)Nc2ccncc2)c(C)c1[N+](=O)[O-],-8%,-27%,-2%,23%,4%,.,-3%,-8%
O=C(c1ccc2nccnc2c1)N1CCCC(Nc2ccc(F)c(F)c2)C1 (centres undefined),15%,9%,-6%,9%,1%,3%,3%,0%
O=C(CCSc1nc(-c2ccccc2)c(-c2ccccc2)o1)N1CCCCC1,-5%,-3%,-93%[inhibitor],22%,5%,?,?,11%
C/C(CCc1ccco1)=N/NC(=O)CCC(=O)Nc1cccc(Cl)c1,-8%,-27%,i,0%,0%,?,-11%,-3%
COc1ccc(CCNC(=O)c2cc(C)oc2C)cc1OC,3%,-15%,i,11%,0%,7%,-12%,-1%
Cc1[nH]nc2oc(=O)c(CCO)c(C)c12,8%,1%,-11%[57.5 µM],-29%,6%,-8%,4%,-4%
Cc1ccc(S(=O)(=O)Oc2ccc(/C=N/NC(=O)c3c(Cl)cnn3C)cc2)cc1,11%,-19%,-10%,5%,18%,-2%,3%,-7%
O=C(c1cccc(C(F)(F)F)c1)N1CCC(O)(CS(=O)(=O)Cc2ccccc2Cl)CC1,-13%,6%,i,21%,-2%,28%,10%,-4%
O=C(c1noc2c1CCCC2)N1CCCC(N2CCN(c3ccccc3F)CC2)C1 (centres undefined),7%,-11%,i,-19%,-8%,18%,0%,1%
COC(=O)C[C@H]1CC[C@H](NC(=O)Cc2ccccc2)[C@@H](CO)O1,10%,2%,-16%,27%,3%,-5%,-2%,?
CCc1ccc(NC(=O)NCc2ccc3c(c2)OCO3)cc1,5%,4%,i,11%,7%,19%,-1%,0%
Cc1ccc(S(=O)(=O)CC(CN2CCCCC2)N2CCCCC2)cc1 (centres undefined),15%,-14%,15%,-25%,8%,-76%[inhibitor],8%,-13%
COc1cc(/C=C2\C(=N)N3N=C(C)SC3=NC2=O)cc(OC)c1OCCOc1ccccc1C,-4%,-20%,-12%,-11%,10%,5%,-1%,-24%
CCC(=O)N=c1sc2c(C)cc(C)cc2n1CC(=O)OC,-1%,13%,-19%,10%,-16%,-20%,1%,-1%
CS(=O)(=O)c1cccc(-c2ccc3nncn3c2)c1,14%,-6%,i,0%,10%,-24%,-19%,-1%
COc1ccc(CCNC(=O)COc2cc(C)cc3oc(=O)cc(C)c23)cc1,0%,-4%,0%,13%,0%,-12%,5%,-6%
CC(C)c1ccc(/C=C(\NC(=O)c2ccccc2)C(=O)NCCCn2ccnc2)cc1,-8%,-8%,-2%,21%,1%,-12%,-16%,0%
Cc1noc(C)c1COC(=O)c1cccnc1SCC(=O)Nc1ccc2c(c1)OCO2,-1%,10%,i,18%,-4%,17%,0%,0%
N/C(=N\OC(=O)c1ccc(Cl)c(Cl)c1)c1cccnc1,0%,6%,-68%[inhibitor][57.5 µM],6.3µM*,-2%,-2%,-7%,1%
CC1=C(C(=O)N(C)C)CC(CC(=O)NCc2cccs2)C(=O)N1Cc1ccccc1 (centres undefined),4%,2%,-17%,5%,-18%,19%,14%,0%
O=C(/C=C/c1cccc([N+](=O)[O-])c1)OCC(=O)N1CCN(C(=O)c2ccco2)CC1,5%,5%,i,13%,-6%,.,6%,-1%

# Reprinted at random: two records from the list
SMILES,EPAC2 ag,EPAC1 antag,PTHR1 ag,TDP43 rescue,EPAC1 ag,FUS suppressor,EPAC2 antagonist,aSyn yeast inh
COc1ccc(-c2c(C(C)=O)c(C)nc3sc4c(=O)n(-c5ccc(C)cc5)nnc4c23)cc1,1%,-28%,-18%,-6%,-1%,.,-4%,-11%
CCc1ccc(NC(=O)NCc2ccc3c(c2)OCO3)cc1,5%,4%,i,11%,7%,19%,-1%,0%
